# Assay outcomes: PubChem, Broad Institute
# Tcruzi prolif = T. cruzi proliferation inhibition | T. cruzi beta-gal in NIH3T3, GalScreen luminescence, 90 h | hit rate 5.9% among 77,000 | inhibition, % at 8.34 µM;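 active means mean inhibition above about 93%, with at least 55% of replicates each passing it, limit read from the data, passing the limit was not always enough; inconclusive means only one of those two conditions holds; inactive means neither condition holds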
# C diff growth = inhibitors of Clostridium difficile growth | growth activity, negative = inhibition, % at 16 µg/mL (by protocol) | Clostridium difficile clinical isolate growth, OD600, 24 h; active compounds read low | hit rate 0.25% among 86,000 | AID 1259249;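 active means mean growth activity at or below -80% and every replicate also at or below -80%; inconclusive means mean at or below -80% but some replicate above -80%; inactive means mean growth activity above -80%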;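 further: 0% = DMSO wells and -100% = levofloxacin 16 µg/mL wells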
# GASC1 inh = blocks human GASC-1 (KDM4C) demethylase activity. GST-KDM4C 2-372, H3K9me3 peptide, LANCE TR-FRET. inhibition, % at 12.5 µM. hit rate 0.15% among 96,000;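 active means mean replicate inhibition above about 25%, with at least 55% of replicates also reaching it, limit read from the data, passing the limit was not always enough; inconclusive means only one of those two conditions met; inactive means neither condition met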
# Target sequence (Q9H3R0 2-372 limits assumed): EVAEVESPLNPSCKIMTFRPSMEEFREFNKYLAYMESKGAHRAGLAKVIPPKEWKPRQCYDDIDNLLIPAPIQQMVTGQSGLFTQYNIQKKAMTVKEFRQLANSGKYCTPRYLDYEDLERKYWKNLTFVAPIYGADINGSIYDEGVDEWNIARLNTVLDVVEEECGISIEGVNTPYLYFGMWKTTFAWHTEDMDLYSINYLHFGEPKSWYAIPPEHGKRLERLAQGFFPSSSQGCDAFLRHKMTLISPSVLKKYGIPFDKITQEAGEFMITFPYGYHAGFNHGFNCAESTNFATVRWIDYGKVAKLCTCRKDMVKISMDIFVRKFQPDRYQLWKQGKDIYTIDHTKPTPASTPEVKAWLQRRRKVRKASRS
#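 System – N-terminal GST-fused human GASC-1 (KDM4C) fragment, residues 2-372 · Input – enzyme final amount 10 nM · Technique – LANCE TR-FRET, Eu antibody, ULight-streptavidin, EDTA, ex 340 nm, em 618/671 nm · Medium – HEPES buffer, pH 7.5, plus ascorbate · Incubation – enzyme reaction 30 min, then detection 60 min, both room temperature · Reagent – H3K9me3 peptide with Fe(II)/2OG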
# Pf Dd2 growth = P. falciparum Dd2 growth inhibition; SYBR Green, 72 h; active compounds read low; hit rate 2.3% among 94,000; activity change, % at 10 µM; AID 1159554; in the data active means activity change below about -80%; inconclusive means no clear call, values can overlap the other calls
# * marks the source's active call; other numbers are inactive results; ? = inconclusive; nt = no result given; & = joins results of further samples. The order is random; about 7.2% have a hit in one of these screens.
SMILES,Tcruzi prolif,C diff growth,GASC1 inh,Pf Dd2 growth
CCCNC(=O)Nc1ccc2c(c1)C(=O)N(C)C[C@H](OC)[C@@H](C)CN(S(C)(=O)=O)[C@@H](C)CO2,nt,1.7,-0.2,26.9
CCCC(=O)Nc1ccc2c(c1)OC[C@H](C)N(C(C)=O)C[C@H](C)[C@H](OC)CN(C)C2=O,-41.9,4.2,-0.2,nt
C[C@@H]1CN([C@@H](C)CO)C(=O)c2cc(-c3cccnc3)cnc2O[C@H]1CN(C)C(=O)Cc1cccnc1,-12.4,3.8,0.5,34.4
COc1cccc(S(=O)(=O)N2CCCCN3[C@H](CO)[C@H](c4ccc(C#CC5CC5)cc4)[C@@H]3C2)c1,104.6,12.0,-1.2,28.6
Cc1ccc(S(=O)(=O)N(C)C[C@@H]2OCCCC[C@@H](C)Oc3ccc(NC(=O)CCCN(C)C)cc3C(=O)N([C@@H](C)CO)C[C@H]2C)cc1,5.3,nt,1.7,-59.6
O=C(C[C@@H]1CC[C@H](NS(=O)(=O)c2ccccc2)[C@@H](CO)O1)N1CCN(c2ccccc2)CC1,nt,-5.0,-0.5,22.0
C[C@@H]1CCCCO[C@H](CN(C)C(=O)c2ccncc2)[C@H](C)CN([C@@H](C)CO)C(=O)c2cc(NC(=O)c3ccccc3)ccc2O1,43.4&46.3,-1.2&-1.9,-0.6,6.9&-6.7
C[C@H](CO)N1C[C@H](C)[C@@H](CN(C)Cc2cccnc2)Oc2ncc(C#CC3CCCCC3)cc2C1=O,nt,-1.2,nt,-41.3
C[C@@H]1CN([C@@H](C)CO)C(=O)c2cccc(NS(=O)(=O)c3ccc(Cl)cc3)c2O[C@@H]1CN(C)S(=O)(=O)c1ccc(Cl)cc1,26.2,-9.5,-1.4,-18.9
CCN1[C@@H]2c3ccc(-c4ccccc4F)c(=O)n3C[C@H]1[C@H](CO)[C@H]2C(=O)N1CCOCC1,2.2,0.8,-0.3,nt
C[C@@H]1CN([C@@H](C)CO)C(=O)c2cc(NC(=O)NC3CCCCC3)ccc2O[C@@H](C)CCCCO[C@@H]1CN(C)C(=O)NC1CCCCC1,-18.2,-10.9,0.5,-60.4
COc1ccc(CN(C)C[C@@H]2Oc3c(NC(=O)NC4CCCCC4)cccc3C(=O)N([C@@H](C)CO)C[C@@H]2C)cc1,-0.9,-6.4,0.5,10.0
C[C@@H]1CN([C@@H](C)CO)S(=O)(=O)c2ccc(-c3cccc(C(=O)N(C)C)c3)cc2O[C@@H]1CN(C)C(=O)Nc1ccccc1,67.3,16.9,-1.7,4.5
CO[C@H]1CN(C)C(=O)c2cc(NC(=O)c3ccccc3)ccc2OC[C@H](C)N(C(=O)CN(C)C)C[C@@H]1C,6.3,-3.7,0.0,1.9
CC(=O)N(C)C[C@@H]1Oc2ncc(C#Cc3ccccn3)cc2C(=O)N([C@@H](C)CO)C[C@@H]1C,64.3,0.6,3.5,40.8

# Brought forward from above: 2 entries, then new ones.
SMILES,Tcruzi prolif,C diff growth,GASC1 inh,Pf Dd2 growth
CO[C@H]1CN(C)C(=O)c2cc(NC(=O)c3ccccc3)ccc2OC[C@H](C)N(C(=O)CN(C)C)C[C@@H]1C,6.3,-3.7,0.0,1.9
CC(=O)N(C)C[C@@H]1Oc2ncc(C#Cc3ccccn3)cc2C(=O)N([C@@H](C)CO)C[C@@H]1C,64.3,0.6,3.5,40.8
C[C@@H]1CN([C@H](C)CO)C(=O)c2cc(-c3ccncc3)cnc2O[C@H]1CN(C)C(=O)C1CCCCC1,4.5,3.9,-1.8,-18.0
COc1ccccc1-c1ccc([C@@H]2[C@@H](C#N)N(C(=O)c3cccnc3)[C@@H]2CO)cc1,46.2,0.5,-0.5,-1.2
C[C@H]1CN([C@@H](C)CO)C(=O)c2cc(C#CC3(O)CCCC3)cnc2O[C@@H]1CN(C)C(=O)Nc1ccc2c(c1)OCO2,nt,1.4,0.7,-0.9
C[C@@H]1CN([C@@H](C)CO)C(=O)c2cc(NC(=O)Nc3ccc4c(c3)OCO4)ccc2O[C@@H](C)CCCCO[C@H]1CN(C)C(=O)Nc1cccc2ccccc12,23.4,10.0,0.9,-41.8
O=C(C[C@@H]1CC[C@H](NC(=O)Nc2cccc(F)c2)[C@@H](CO)O1)NCC1CC1,50.9,nt,8.6,-11.0
COC(=O)C[C@@H]1C[C@H]2c3cc(NC(=O)C4CCC4)ccc3O[C@H]2[C@@H](CO)O1,nt,7.4,0.4,-7.0
O=C(C[C@H]1CC[C@@H]2[C@H](COC[C@H](O)CN2Cc2ccccc2)O1)N1CCOCC1,122.5*,5.9&-9.5,1.2,-23.9
CCCC#Cc1ccc2c(c1)O[C@H](CN(C)C(=O)C1CCC1)[C@@H](C)CN([C@H](C)CO)S2(=O)=O,?,1.1,1.8,-41.1
C[C@H]1CN([C@@H](C)CO)S(=O)(=O)c2ccc(C#CCN(C)C)cc2O[C@@H]1CN(C)Cc1ccc(F)cc1,115.4*,-3.0,4.2,-63.7
C[C@H](CO)N1C[C@H](C)[C@H](CN(C)Cc2ccc(Cl)c(Cl)c2)Oc2c(NS(=O)(=O)c3cn(C)cn3)cccc2C1=O,45.0,-2.4,5.5,3.7
C[C@H]1CN([C@@H](C)CO)C(=O)Cc2cc(NC(=O)C3CCCCC3)ccc2O[C@H]1CN(C)Cc1ccc(C(=O)O)cc1,17.9,-0.6,5.6,5.1
CCC(=O)N[C@@H]1CC[C@@H](CC(=O)OC)O[C@H]1CO,-42.8,nt,-0.9,19.3
Cc1noc(C)c1S(=O)(=O)Nc1ccc2c(c1)C(=O)N([C@H](C)CO)C[C@@H](C)[C@@H](CN(C)C(=O)Nc1ccc3c(c1)OCO3)O2,53.1,nt,0.9,20.7
COc1ccc2c3c([nH]c2c1)[C@@H](CO)N(C)CC31CCN(S(=O)(=O)c2cn(C)cn2)CC1,nt,-0.7,-1.8,-15.5
CC(C)NC(=O)N1CCCCN2[C@H](CO)[C@H](c3ccc(C#C[C@@H](C)O)cc3)[C@@H]2C1,68.1,0.4,0.7,-0.7

# 2 records picked at random from the list so far, as already listed:
SMILES,Tcruzi prolif,C diff growth,GASC1 inh,Pf Dd2 growth
O=C(C[C@H]1CC[C@@H]2[C@H](COC[C@H](O)CN2Cc2ccccc2)O1)N1CCOCC1,122.5*,5.9&-9.5,1.2,-23.9
Cc1noc(C)c1S(=O)(=O)Nc1ccc2c(c1)C(=O)N([C@H](C)CO)C[C@@H](C)[C@@H](CN(C)C(=O)Nc1ccc3c(c1)OCO3)O2,53.1,nt,0.9,20.7

# The listing picks up, repeating the 3 entries before the break.
SMILES,Tcruzi prolif,C diff growth,GASC1 inh,Pf Dd2 growth
Cc1noc(C)c1S(=O)(=O)Nc1ccc2c(c1)C(=O)N([C@H](C)CO)C[C@@H](C)[C@@H](CN(C)C(=O)Nc1ccc3c(c1)OCO3)O2,53.1,nt,0.9,20.7
COc1ccc2c3c([nH]c2c1)[C@@H](CO)N(C)CC31CCN(S(=O)(=O)c2cn(C)cn2)CC1,nt,-0.7,-1.8,-15.5
CC(C)NC(=O)N1CCCCN2[C@H](CO)[C@H](c3ccc(C#C[C@@H](C)O)cc3)[C@@H]2C1,68.1,0.4,0.7,-0.7
O=C(NCC[C@H]1CC[C@@H](NC(=O)c2cccnc2)[C@@H](CO)O1)Nc1ccc(Cl)cc1,10.0,5.1,0.6,-55.9
CCC(=O)N(C)C[C@@H]1Oc2cc(-c3cccnc3)ccc2S(=O)(=O)N([C@H](C)CO)C[C@@H]1C,-82.1,1.4,1.7,41.8
C/C=C/c1ccc([C@H]2[C@@H](CO)N[C@@H]2CNC(=O)C2CCCC2)cc1,nt,7.9,-0.7,1.7
O=C(Nc1ccccc1F)N1CC(=O)N2[C@H](CO)[C@@H](c3ccc(-c4ccccc4)cc3)[C@H]2C1,nt,-7.5,-1.1,-83.8*
C[C@@H]1CN([C@@H](C)CO)C(=O)Cc2cc(NC(=O)C3CCCCC3)ccc2O[C@H]1CN(C)Cc1ccc(Oc2ccccc2)cc1,-12.9,20.3,-1.6,-71.9
C[C@H](CO)N1C[C@H](C)[C@@H](CN(C)Cc2cccc(F)c2)Oc2ncc(Br)cc2C1=O,4.6,0.9,9.5,-14.6
C[C@@H]1CN([C@@H](C)CO)S(=O)(=O)c2ccc(C#Cc3ccccn3)cc2O[C@H]1CN(C)C(=O)C1CC1,22.3,-0.7,-1.1,-9.1
C[C@@H]1CCCCO[C@H](CN(C)Cc2ccc3c(c2)OCO3)[C@@H](C)CN([C@@H](C)CO)C(=O)c2cc(NC(=O)c3ccncc3)ccc2O1,56.0,2.4,11.5,-38.7
C[C@@H]1CCCCO[C@H](CN(C)Cc2ccccc2)[C@@H](C)CN([C@@H](C)CO)C(=O)c2cc(NC(=O)Nc3ccc(F)cc3)ccc2O1,?,7.8,-1.5,-73.3
C[C@H]1CN([C@@H](C)CO)C(=O)c2cccc(NS(C)(=O)=O)c2O[C@H]1CN(C)CC1CCCCC1,-6.1,-1.9,-0.4,-3.5
CO[C@@H]1CN(C)C(=O)c2ccc(NC(=O)c3cccc(Oc4ccccc4)c3)cc2OC[C@H](C)NC[C@H]1C,-27.5,-5.3,-3.5,-40.1
C[C@@H]1CN([C@@H](C)CO)C(=O)c2cc(NS(C)(=O)=O)ccc2O[C@H]1CN(C)C(=O)Nc1cccc2ccccc12,80.5,-3.6,0.0,4.2
C[C@H]1CN([C@@H](C)CO)C(=O)c2cc(-c3ccc(F)cc3)cnc2O[C@@H]1CN(C)C(=O)CN(C)C,-26.5,4.9,1.5,-2.9
CCCC(=O)Nc1ccc2c(c1)OC[C@H](C)N(CCC(F)(F)F)C[C@H](C)[C@@H](OC)CN(C)C2=O,nt,3.9,-0.3,-17.2
Cc1noc(C)c1NC(=O)Nc1ccc2c(c1)C(=O)N([C@@H](C)CO)C[C@H](C)[C@@H](CN(C)C(=O)CCCN(C)C)OCCCC[C@H](C)O2,nt,-9.8,1.5,55.7

# Molecules shown so far with a Cl atom:
SMILES,Tcruzi prolif,C diff growth,GASC1 inh,Pf Dd2 growth
C[C@@H]1CN([C@@H](C)CO)C(=O)c2cccc(NS(=O)(=O)c3ccc(Cl)cc3)c2O[C@@H]1CN(C)S(=O)(=O)c1ccc(Cl)cc1,26.2,-9.5,-1.4,-18.9
C[C@H](CO)N1C[C@H](C)[C@H](CN(C)Cc2ccc(Cl)c(Cl)c2)Oc2c(NS(=O)(=O)c3cn(C)cn3)cccc2C1=O,45.0,-2.4,5.5,3.7
O=C(NCC[C@H]1CC[C@@H](NC(=O)c2cccnc2)[C@@H](CO)O1)Nc1ccc(Cl)cc1,10.0,5.1,0.6,-55.9

# (further entries)
SMILES,Tcruzi prolif,C diff growth,GASC1 inh,Pf Dd2 growth
COc1cccc(-c2ccc3c(c2)[C@@H]2[C@@H](CCN2S(=O)(=O)c2cn(C)cn2)[C@H](CO)N3)c1,65.5,5.1,-1.6,-81.7*
CO[C@@H](CN(C)C(=O)c1cc(Cl)cc(Cl)c1)[C@@H](C)CN(C(=O)Nc1ccc(F)cc1)[C@@H](C)CO,7.6,nt,3.0,-7.2
CCCN(C[C@H]1N[C@H](CO)[C@@H]1c1ccccc1)C(=O)COC,nt,1.8,0.6,-1.8
COc1cccc(-c2ccc3n(c2=O)C[C@@H]2[C@@H](CO)[C@H](C(=O)N(C)C)N(C(=O)C4CCCC4)[C@H]32)c1,82.0,-0.2,-1.1,8.5
C[C@@H]1CCCCO[C@@H](CN(C)C(=O)Nc2ccc(F)cc2)[C@H](C)CN([C@@H](C)CO)C(=O)c2cc(NC(=O)Nc3cccc4ccccc34)ccc2O1,90.8,-8.1,-1.9,-7.2
CCCNC(=O)Nc1ccc2c(c1)C(=O)N(C)[C@H]1CC[C@@H](CC(=O)OC)O[C@@H]1CO2,-7.5,3.6,-2.2,1.2
O=C(C[C@@H]1CC[C@@H](NS(=O)(=O)c2ccc(F)cc2)[C@H](CO)O1)NCCc1ccncc1,-11.6,2.8,-0.5,3.1
Cc1ccc(S(=O)(=O)N(C)C[C@@H]2OCCCC[C@H](C)Oc3ccc(NC(=O)c4ccccc4)cc3C(=O)N([C@@H](C)CO)C[C@H]2C)cc1,81.9,nt,-4.0,-83.6*
C[C@@H]1CN([C@H](C)CO)C(=O)c2cc(C#Cc3ccc(F)cc3)cnc2O[C@H]1CN(C)S(C)(=O)=O,27.7,-5.3,-1.9,-15.0
